# EBNA-1 inhibitor: EBNA-1 DNA-binding inhibitors, primary screen, biochemical, fluorescence polarization; inhibition, % at 14.8 µM; hit rate 0.34% among 300,000; AID 1950, 2009; in the data active = inhibition above about 28%
# TPT1 inh: Candida albicans TPT1 enzyme inhibitors, primary screen, biochemical, fluorescence polarization | recombinant caTPT1, FP RNA substrate dephosphorylation | inhibition, % at 5 µM | hit rate 0.81% among 300,000 | tRNA 2'-phosphotransferase TPT1 (Candida albicans SC5314);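 active = inhibition above the mean of all tested compounds plus 3 SD, set per screening campaign, cut at about 24% in these data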;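 note: plate controls were DMSO alone for no effect and ferristatin control at 100 nM for full effect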
# PP5 primary: PP5 phosphatase inhibitors, primary screen, biochemical, fluorescence | Serine/threonine-protein phosphatase 5 (Homo sapiens), P53041 | purified PP5c, OMFP substrate fluorescence | inhibition, % at 6.7 µM | hit rate 0.18% among 320,000;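 active = inhibition above the campaign's mean inhibition across all tested compounds plus 3 SD, cut at about 9.5% in these data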;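 note: 0% = DMSO only and 100% = 100 µM cantharidin control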
# Yeast superoxide: reduction of superoxide in aged yeast, primary screen, HTS; superoxide response (% of plate mean), % at 10 µM; S. cerevisiae aged cells, superoxide DHE fluorescence; hits give low values; hit rate 0.18% among 330,000;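 active = superoxide response under a set limit, about three screen SD below normal, cut at about 65% in these data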;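 note: yeast aged for seven days with compound at 30 °C before DHE staining; 100% = average MFI of all compound-treated wells on the plate with controls excluded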
# JMJD2C inh: inhibitors of GASC-1 histone demethylase, primary screen, biochemical, fluorescence, DELFIA europium; hit rate 0.069% among 330,000; GST-JMJD2C(1-420) H3K9me3 demethylation; inhibition, % at 2.35 µM; AID 2099, 2009; Lysine-specific demethylase 4C (Homo sapiens), Q9H3R0;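 active = more than half of a compound's replicate wells show inhibition beyond 50%, single wells judged on their own value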;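 note: signal counts dimethyl H3K9 product captured on neutravidin plate; 0% = median of DMSO wells and 100% = 0.3 times that DMSO median; strong numbers were not always called active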
# Target sequence (Q9H3R0 1-420 limits assumed): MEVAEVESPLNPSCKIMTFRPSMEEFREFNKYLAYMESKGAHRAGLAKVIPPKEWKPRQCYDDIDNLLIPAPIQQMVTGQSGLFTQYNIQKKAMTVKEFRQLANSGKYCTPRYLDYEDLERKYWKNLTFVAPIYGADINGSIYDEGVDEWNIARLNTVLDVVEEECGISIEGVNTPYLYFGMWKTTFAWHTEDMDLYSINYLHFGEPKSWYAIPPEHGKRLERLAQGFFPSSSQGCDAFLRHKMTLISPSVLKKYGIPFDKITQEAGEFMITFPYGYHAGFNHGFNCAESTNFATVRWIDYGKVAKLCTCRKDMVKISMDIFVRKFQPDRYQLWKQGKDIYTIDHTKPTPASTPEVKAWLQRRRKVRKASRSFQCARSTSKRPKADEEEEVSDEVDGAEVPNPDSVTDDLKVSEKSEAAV
# HCV core dimer: inhibitors of HCV core protein dimerization, primary screen, biochemical, TR-FRET, high-throughput; inhibition, % at 5 µM; AID 1899, 2009; TR-FRET GST/Flag-core106 dimerization, 1536-well; hit rate 0.33% among 300,000;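 active = inhibition above the mean of all tested compounds plus 3 SD, set per screening campaign, cut at about 45% in these data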
#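 Assay system: tagged HCV core106 pair (GST and Flag); medium: KF-containing HEPES buffer, pH 7.45, DTT, CHAPS, BSA; also added: Eu donor and XL665 acceptor anti-tag antibodies; dosing: 5 µM single dose; timing: compound-protein-antibody incubation 4 h at 22.5 °C; signal: TR-FRET 671 and 617 nm emission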
# CTSL1 counter: Fasciola hepatica cathepsin L1 inhibitors, primary screen, counter-screen for PFM18AAP inhibitor project, biochemical, QFRET, fluorogenic peptide substrate; recombinant F. hepatica cathepsin L1, Z-Leu-Arg-MCA fluorescence; inhibition, % at 5.96 µM; hit rate 0.49% among 300,000; AID 1906, 2009;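 active = inhibition above the mean of all tested compounds plus 3 SD, set per screening campaign, cut at about 17% in these data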;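 note: 0% = plate median of test compound wells and 100% = 1 µM Z-Phe-Ala-diazomethylketone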
# PP1 inh: PP1-alpha phosphatase inhibitors, primary screen, counter-screen for PP5 inhibitor project, biochemical, fluorescence, OMFP substrate, single point; purified PP1alpha; inhibition, % at 6.7 µM; hit rate 0.9% among 320,000;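 active = inhibition above the mean inhibition of all tested compounds plus 3 SD, computed separately for each screening campaign, cut at about 15% in these data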
# Target sequence (P62136 whole entry, looked up): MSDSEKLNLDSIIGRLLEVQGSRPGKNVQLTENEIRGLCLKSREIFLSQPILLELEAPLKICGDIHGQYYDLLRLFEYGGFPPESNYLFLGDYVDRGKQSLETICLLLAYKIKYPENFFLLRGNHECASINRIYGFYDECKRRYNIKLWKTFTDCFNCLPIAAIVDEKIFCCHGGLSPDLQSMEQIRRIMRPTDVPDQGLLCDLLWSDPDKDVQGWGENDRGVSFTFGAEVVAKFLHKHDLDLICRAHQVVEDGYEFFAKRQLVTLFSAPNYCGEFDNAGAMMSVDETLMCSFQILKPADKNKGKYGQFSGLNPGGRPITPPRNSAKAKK
# ZTA counter: ZTA (EBV) inhibition in EBNA-1 counter-screen | AID 2234 | P03206 | ZTA-DNA binding, fluorescence polarization | inhibition, % at 11 µM | hit rate 0.15% among 320,000; in the data active = inhibition above about 33%
# Target sequence (P03206 whole entry, looked up): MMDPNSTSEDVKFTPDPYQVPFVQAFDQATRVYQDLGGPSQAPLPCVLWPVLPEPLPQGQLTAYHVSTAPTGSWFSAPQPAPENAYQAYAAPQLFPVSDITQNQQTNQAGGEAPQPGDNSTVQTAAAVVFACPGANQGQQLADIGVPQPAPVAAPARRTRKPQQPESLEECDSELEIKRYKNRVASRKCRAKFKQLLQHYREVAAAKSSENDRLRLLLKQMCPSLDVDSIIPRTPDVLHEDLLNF
# Numbers without * were called inactive; x = not tested or not shown. Compounds were not picked by outcome (roughly 3.1% active in at least one column).
SMILES,EBNA-1 inhibitor,TPT1 inh,PP5 primary,Yeast superoxide,JMJD2C inh,HCV core dimer,CTSL1 counter,PP1 inh,ZTA counter
Cc1cc(C(F)(F)F)c2c(C)nn(CCc3nn[nH]n3)c2n1,1,-3,0.3,101,1,1,0,2,1
COc1ccc(/C=C2\N=C(C)OC2=O)cc1[N+](=O)[O-],5,-4,3.0,113,1,10,-7,-3,-1
O=C(Nc1ccc(F)cc1)C1CCN(C(=O)NCc2ccccc2)CC1,-12,-2,3.1,101,-7,-5,0,2,-1
COC(=O)c1ccc(C2c3[nH]c4ccccc4c3C[C@H]3C(=O)N(C4CCN(Cc5ccccc5)CC4)CC(=O)N23)cc1 (some centres not stated),4,-1,3.9,84,-2,7,-1,3,-10
Cc1cccc(C)c1NC(=S)NCCCN1CCCC1=O,6,3,0.1,105,0,-9,-4,-3,-3
CCc1c(OC(C)=O)c2ccccc2n(C)c1=O,6,-1,0.7,91,-1,-2,-3,-3,13
CCCCC(=O)Nc1cc(OCC)c(NC(=S)NC)cc1OCC,-27,-2,2.3,102,3,-2,-7,-4,5
COc1ccc(CC(C(=O)Nc2cccc(F)c2)c2nn[nH]n2)c(OC)c1 (configuration not stated),4,-3,0.3,114,26,-1,-2,3,10
Cc1cccc2c(C(=O)O)cc(-c3cccnc3)nc12,-1,-3,0.7,95,-7,1,4,2,-4
O=C(NC1CC2CCC(C1)N2C(=O)NCc1ccccc1)NC12CC3CC(CC(C3)C1)C2 (configuration not stated),-5,-3,-1.8,102,-13,0,3,-4,-10
CC(C)CN(C(=O)c1nn(C)c(=O)c2ccccc12)c1nc2ccccc2s1,-4,0,3.0,92,0,12,-1,3,8
CCOc1cc(C(=S)N2CCOCC2)ccc1OS(=O)(=O)c1ccccc1,8,13,-0.1,98,-4,1,-3,-2,-3
Cc1ccc(S(=O)(=O)N(C(=O)c2ccncc2)c2ccc(OC(=O)c3ccncc3)c3ccccc23)cc1,7,-2,1.7,119,14,-8,-6,2,3
CCCCn1c(C(C)O)nc2ccccc21 (configuration not stated),-5,3,2.1,91,7,1,-2,-5,-4
CC(=O)Nc1ccc(NC(=O)C2(C)CC2(Cl)Cl)cc1 (configuration not stated),1,2,-2.0,102,2,0,-4,-5,-2
CC(OC(=O)Cc1c(F)cccc1Cl)C(=O)NC1(C#N)CCCCC1 (configuration not stated),3,-2,-2.7,100,140,-3,7,-3,2
Cc1ccc(C(=O)Nc2nnc(-c3cccs3)s2)cc1C,-2,3,1.2,93,1,-13,-1,-2,-4
O=C(O)CCc1ccc(-c2ccc(F)cc2)n1CC1CCCO1 (configuration not stated),3,1,-0.3,105,-1,2,2,-2,-5
COc1ccc(NC(=O)c2ccccc2F)cc1Cl,-5,8,-0.5,101,5,-2,0,-5,5
Cc1onc(-c2ccccc2)c1C(=O)NCC(O)c1ccccc1 (configuration not stated),1,-3,3.9,108,0,-6,-2,1,-25
Cc1ccc(S(=O)(=O)Nc2ccc(C(OC(=O)c3ccccc3[N+](=O)[O-])(C(F)(F)F)C(F)(F)F)cc2)cc1,1,0,6.1,108,-10,15,0,2,24
C=C(C)COc1ccc(-c2ncncc2-c2ccc(Br)cc2)c(O)c1,12,-4,-2.1,80,-11,10,-2,6,5
CC(C)(O)c1ccc2c(c1)CCC1C(C)(C(=O)O)CCCC21C (configuration not stated),-5,1,0.5,91,-6,4,0,-2,4
CN1CCN(CC(=O)Nc2sc3c(c2C(=O)Nc2ccccc2)CCCC3)CC1,5,0,-1.0,104,-6,-18,0,-8,11
O=C1c2ccccc2CN1C(CO)c1ccccc1 (configuration not stated),2,-1,-0.5,97,-10,5,-2,-2,-1

# 2 consecutive entries already listed:
SMILES,EBNA-1 inhibitor,TPT1 inh,PP5 primary,Yeast superoxide,JMJD2C inh,HCV core dimer,CTSL1 counter,PP1 inh,ZTA counter
COc1ccc(/C=C2\N=C(C)OC2=O)cc1[N+](=O)[O-],5,-4,3.0,113,1,10,-7,-3,-1
O=C(Nc1ccc(F)cc1)C1CCN(C(=O)NCc2ccccc2)CC1,-12,-2,3.1,101,-7,-5,0,2,-1

# Additional compounds:
SMILES,EBNA-1 inhibitor,TPT1 inh,PP5 primary,Yeast superoxide,JMJD2C inh,HCV core dimer,CTSL1 counter,PP1 inh,ZTA counter
CC(=O)N1CCN(c2ccc(NC(=O)/C=C/c3ccccc3)cc2)CC1,0,2,0.9,100,3,-10,1,-7,-6
O=C(NCCc1ccccc1)C1CCCN1S(=O)(=O)c1ccccc1 (configuration not stated),-3,-8,3.2,117,1,-3,-2,-1,-4
O=C(NCc1ccccc1Cl)c1cc(=O)[nH]c2ccccc12,2,2,0.3,106,0,1,1,-6,-10
COc1ccc(C)cc1NC(=O)COC(=O)c1c(C)nn(-c2ccccc2)c1C,x,x,2.1,104,-17,x,x,-6,6
COc1cccc(CC(=O)Nc2ccccc2N2CCCC2)c1,5,0,0.2,98,19,4,-3,-3,7
CCN(CC(=O)Nc1cc(S(=O)(=O)N2CCCCC2)ccc1Cl)Cc1ccccc1,-7,3,-2.7,100,-5,6,-10,-3,-5
Cc1ccc2c(c1)N(CC(=O)NCCCN1CCOCC1)C(=O)C(C(C)C)O2 (configuration not stated),7,-1,-0.1,101,11,0,-9,-4,4
COc1ccc(-c2nc3ccccn3c2NC2CCCCC2)cc1SC1CCCCC1,9,-2,6.2,102,7,13,4,11,-10
Cc1c(C(=O)Nc2nnc(SCc3ccccc3Cl)s2)cccc1[N+](=O)[O-],-2,0,3.3,108,-3,-2,0,-2,-11
CSc1ccccc1NC(=O)C1CC(c2ccccc2Cl)=NO1 (configuration not stated),-2,0,3.6,93,-3,5,0,3,-1
O=C(Nc1ccc(C(F)(F)F)cc1-c1ccccc1)c1ccccc1,8,2,-2.2,106,-8,6,4,-3,3
O=C(Cn1cc(C(F)(F)F)cc(Cl)c1=O)NCC1COc2ccccc2O1 (configuration not stated),x,x,0.7,117,-1,x,x,0,2
COc1ccc(CC(=O)NNC(=O)c2ccc(Br)o2)cc1,-4,-4,-1.4,100,7,-117,2,-5,9
Cc1cccc2cc(/C=N/NC(=O)CN3CCCCC3)c(Cl)nc12,2,-1,-0.9,81,2,-4,0,-2,-10
Clc1ccc(-c2nnc3n2CCCCS3)cc1,-8,-2,-0.1,101,-13,0,0,0,-4
Cc1nnsc1C(=O)NC(=O)Nc1ccc(F)c(Cl)c1,4,-3,-0.7,99,-18,3,0,-1,4
CCN1CCN(C(=O)c2sc3nc(C)nc(N4CCC(C)CC4)c3c2C)CC1,2,-2,-2.4,94,2,6,6,-4,13
CCOc1ccc(C(=O)Nc2ccc(NC(=O)c3cccs3)cc2)cc1[N+](=O)[O-],4,-4,-2.4,116,-7,4,-1,-6,1
CC1=C(C(N)=O)C(c2ccccc2F)NC(=O)N1 (configuration not stated),2,-1,2.6,106,3,2,-3,-3,0
COC(=O)c1ccccc1NS(=O)(=O)c1ccc2c3c(cccc13)C(=O)N2,-11,-1,5.8,95,3,3,1,4,-7
COc1cccc(CNC(=O)CCNS(=O)(=O)c2ccc(C)cc2)c1,-1,0,3.0,109,x,-1,2,-3,-4
Cc1cccc(N2CC(C(=O)Nc3ccc(S(=O)(=O)N4CCCCC4)cc3)CC2=O)c1C (configuration not stated),-7,-1,5.5,101,11,18,0,-1,6
CC(NC(=O)c1ccccc1NC(=O)c1ccncc1)c1ccccc1 (configuration not stated),8,-2,3.7,96,-4,-4,0,-4,-13
COc1ccccc1C(=O)Nn1c(-c2cccs2)nc2ccccc2c1=O,-13,0,1.4,98,3,2,-2,-2,-8
CC1(C)OC2CCN3C(C(O)COS3(=O)=O)C2O1 (configuration not stated),3,0,-5.5,121,23,-10,-5,-1,-14
SMILES,EBNA-1 inhibitor,TPT1 inh,PP5 primary,Yeast superoxide,JMJD2C inh,HCV core dimer,CTSL1 counter,PP1 inh,ZTA counter
O=C(c1ccccc1Br)N1CCN(Cc2ccc3c(c2)OCO3)CC1,-11,-4,1.2,102,1,-4,1,0,-7
CC(/C=N\N1CCN(c2ccc(Cl)cc2)CC1)=C\c1ccccc1,8,3,-0.1,101,-7,1,1,1,12
Cc1ccc(-c2nc(N)sc2CC(=O)OCC(=O)NC2CCCC(C)C2C)cc1 (configuration not stated),-1,-2,5.0,93,-3,19,4,-1,-10
Cc1c(CC(=O)N[C@@H](C)C(=O)O)c(=O)oc2cc3c(cc12)CCC(C)(C)O3,5,1,1.9,94,-1,3,1,-1,-3
O=C(Nc1ccccc1)Nc1ccc(Cl)c(S(=O)(=O)N2CCOCC2)c1,-3,-2,2.4,91,3,-1,1,1,-12
CCCOc1cccc(C(=O)NCCNC(=O)c2ccccn2)c1,-12,-4,1.4,96,-20,-1,-1,-1,-3
CCOC(=O)Cc1nc2cc(Cl)ccc2o1,-3,-1,0.6,92,-3,-3,-2,-2,-2
Cc1ccc(C)c(S(=O)(=O)N2CCCOC2CNC(=O)C(=O)NCc2ccccn2)c1 (configuration not stated),5,0,1.7,92,-1,-3,0,-8,1

# Grouped by structure, the entries above with four or more nitrogen atoms (11)
SMILES,EBNA-1 inhibitor,TPT1 inh,PP5 primary,Yeast superoxide,JMJD2C inh,HCV core dimer,CTSL1 counter,PP1 inh,ZTA counter
Cc1cc(C(F)(F)F)c2c(C)nn(CCc3nn[nH]n3)c2n1,1,-3,0.3,101,1,1,0,2,1
COC(=O)c1ccc(C2c3[nH]c4ccccc4c3C[C@H]3C(=O)N(C4CCN(Cc5ccccc5)CC4)CC(=O)N23)cc1 (some centres not stated),4,-1,3.9,84,-2,7,-1,3,-10
COc1ccc(CC(C(=O)Nc2cccc(F)c2)c2nn[nH]n2)c(OC)c1 (configuration not stated),4,-3,0.3,114,26,-1,-2,3,10
O=C(NC1CC2CCC(C1)N2C(=O)NCc1ccccc1)NC12CC3CC(CC(C3)C1)C2 (configuration not stated),-5,-3,-1.8,102,-13,0,3,-4,-10
CC(C)CN(C(=O)c1nn(C)c(=O)c2ccccc12)c1nc2ccccc2s1,-4,0,3.0,92,0,12,-1,3,8
CN1CCN(CC(=O)Nc2sc3c(c2C(=O)Nc2ccccc2)CCCC3)CC1,5,0,-1.0,104,-6,-18,0,-8,11
Cc1c(C(=O)Nc2nnc(SCc3ccccc3Cl)s2)cccc1[N+](=O)[O-],-2,0,3.3,108,-3,-2,0,-2,-11
Cc1cccc2cc(/C=N/NC(=O)CN3CCCCC3)c(Cl)nc12,2,-1,-0.9,81,2,-4,0,-2,-10
Cc1nnsc1C(=O)NC(=O)Nc1ccc(F)c(Cl)c1,4,-3,-0.7,99,-18,3,0,-1,4
CCN1CCN(C(=O)c2sc3nc(C)nc(N4CCC(C)CC4)c3c2C)CC1,2,-2,-2.4,94,2,6,6,-4,13
Cc1ccc(C)c(S(=O)(=O)N2CCCOC2CNC(=O)C(=O)NCc2ccccn2)c1 (configuration not stated),5,0,1.7,92,-1,-3,0,-8,1
